MsrA inh – bovine MsrA enzyme inhibitors, primary screen, biochemical, absorbance, HTS. Methionine sulfoxide reductase A (Bos taurus). purified bovine MsrA, absorbance read-out. inhibition, % at 15.5 µM. 0.75% of 360,000 active. AID 651718, 2012; in the data active = inhibition above about 4.5%;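 also: 0% = vehicle wells with enzyme and 100% = reference inhibitor wells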
MLLE-PAM2 inh – inhibitors of PABP1 MLLE–PAM2 peptide binding, primary screen, biochemical, fluorescence polarization, FITC-PAM2, GST-MLLE; inhibition, % at 20 µM; AID 588489, 2011; 0.36% of 360,000 active; Polyadenylate-binding protein 1 (Homo sapiens), P11940; in the data active = inhibition above about 35%, passing the limit was not always enough;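 also: plate controls were DMSO wells with GST-MLLE for no effect and wells lacking GST-MLLE protein for full effect; some results filed as inactive read as strong as hits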
Target sequence (P11940 whole entry, looked up): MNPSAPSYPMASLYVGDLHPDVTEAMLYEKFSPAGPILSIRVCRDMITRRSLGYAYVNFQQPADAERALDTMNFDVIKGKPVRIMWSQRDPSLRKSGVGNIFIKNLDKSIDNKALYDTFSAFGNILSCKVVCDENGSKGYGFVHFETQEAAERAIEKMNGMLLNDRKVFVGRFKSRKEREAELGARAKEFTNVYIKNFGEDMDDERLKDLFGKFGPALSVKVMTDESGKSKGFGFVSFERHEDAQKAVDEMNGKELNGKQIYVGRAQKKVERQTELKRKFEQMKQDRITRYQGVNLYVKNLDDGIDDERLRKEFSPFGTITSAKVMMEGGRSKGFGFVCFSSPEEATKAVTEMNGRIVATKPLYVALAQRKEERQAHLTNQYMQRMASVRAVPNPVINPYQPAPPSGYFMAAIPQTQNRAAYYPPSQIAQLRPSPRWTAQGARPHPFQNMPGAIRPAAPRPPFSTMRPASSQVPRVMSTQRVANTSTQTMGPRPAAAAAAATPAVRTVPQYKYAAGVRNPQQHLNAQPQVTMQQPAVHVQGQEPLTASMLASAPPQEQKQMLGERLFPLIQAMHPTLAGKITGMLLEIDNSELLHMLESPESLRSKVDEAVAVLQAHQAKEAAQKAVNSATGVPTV
MT1-MMP act inh – blockers of MT1-MMP proenzyme processing, primary screen, HT1080 RFP-PRO-GFP cells, GFP/RFP fluorescence; GFP/RFP ratio fluorescence, overnight; percent of plate control window, DMSO zero; Matrix metalloproteinase-14 (Homo sapiens), P50281; GFP/RFP ratio change, % at 20 µM; AID 651647, 2012; 0.061% of 360,000 active;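 active = GFP/RFP ratio change of at least 30% with cell ATP level not reduced by more than half and red fluorescence within 50% of control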; also: strong numbers were not always called active
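Material – HT1080 RFP-PRO-GFP cells · Control set – DMSO wells and RFP-L50D-GFP cells · Incubation – overnight cell settling, then overnight compound exposure, 37 °C, 5% CO2 · Compound dosing – single-point 20 µM compound, 1% DMSO · Read-out – GFP/RFP fluorescence ratio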
E coli Lon inh – inhibitors of E. coli Lon protease, primary screen, biochemical, fluorescence polarization; inhibition, % at 7.94 µM; P0A9M0; 0.42% of 360,000 active; purified E. coli Lon protease; AID 602123, 2011; in the data active = inhibition above about 13%, passing the limit was not always enough;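 also: 0% = enzyme with probe and DMSO and 100% = no enzyme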
Tb MetRS inh – T. brucei MetRS inhibitors, primary screen, biochemical, luminescence. 0.4% of 360,000 active. methionyl-tRNA synthetase (Trypanosoma brucei brucei). purified T. brucei MetRS, ATP depletion, Kinase-Glo luminescence. inhibition, % at 11.9 µM;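 active = inhibition above a per-plate cutoff of the control wells' mean inhibition plus 3 SD, cut at about 5.5% in these data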;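 also: 0% = DMSO wells median and 100% = median of wells with control inhibitor compound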
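Material: parasite MetRS enzyme / Replication: singlicate, one well per compound / Signal: luminescence of leftover ATP / Schedule: 2 h aminoacylation at 25 °C after 15 min preincubation / Medium: HEPES-MgCl2-KCl buffer plus DTT, spermine, BSA, pyrophosphatase / Doses: 11.9 µM single point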
SKN-1 block – suppressors of acrylamide-induced Pgst-4::GFP reporter in worms, primary screen, SKN-1 inhibitor project, whole organism, uHTS, GFP/RFP fluorescence ratio, strain VP596. C. elegans VP596 Pgst-4::GFP/RFP ratio, 24 h. inhibition, % at 21.8 µM. 0.49% of 360,000 active. AID 624304, 2012;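 active = interference check ratio from 0.5 to 1.5 plus GFP to RFP signal ratio inhibition reaching or exceeding a fixed threshold, cut at about 30% in these data, passing the limit was not always enough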; also: some compounds called inactive have numbers as strong as hits
bovine MsrA act – bovine MsrA enzyme activators, primary screen, biochemical, absorbance, HTS | Methionine sulfoxide reductase A (Bos taurus) | purified bovine MsrA, absorbance read-out | activation, % at 10.6 µM | 0.3% of 360,000 active | AID 602163, 2012; in the data active = activation above about 7.5%;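 also: 0% = vehicle and 100% = reference activator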
CendR NRP1 mod – modulators of CendR peptide binding to NRP-1, primary screen, biochemical, fluorescence polarization, uHTS. Neuropilin-1 (Homo sapiens), O14786. FAM-RPARPAR peptide binding to NRP-1. inhibition, % at 25 µM. 0.85% of 360,000 active. AID 602438, 2012;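 active = inhibition or corrected inhibition above about 18%, plus a signal ratio from 0.5 to 1.5, limit read from the data, passing the limit was not always enough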; also: strong numbers were not always called active
FAS TE block – FAS thioesterase domain inhibitors, primary screen, biochemical, fluorescence intensity, uHTS | Fatty acid synthase (Homo sapiens), P49327 | recombinant FAS-TE, OMFH fluorogenic substrate, fluorescence endpoint | inhibition, % at 15 µM | 0.67% of 360,000 active | AID 602261, 2012;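 active = compounds whose normalised, plate-corrected inhibition of enzyme fluorescence in the single-dose primary screen is 50% or more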;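 also: 0% = DMSO with enzyme and 100% = substrate without enzyme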
Active calls of the source: *; x = no result given. Some of the compounds tested; the hit share may differ from the screen's.

#1 Cc1ccc(C(=O)C2CN3CCC2CC3)cc1 (configuration not stated)
#2 Cc1ccccc1NC(=O)c1cc(-c2ccccc2)n(CCCN2CCOCC2)c1C
#3 Cc1ccc2[nH]c(=S)n(-c3cccnc3)c(=O)c2c1
#4 CCn1cc(/C=c2/sc3n(c2=O)C2c4ccccc4OC(C)(N=3)C2C(=O)OC)c(C)n1 (configuration not stated)
#5 CCC1(c2cccc(O)c2)CCCCN(C)C1 (configuration not stated)
#6 CCOC(=O)c1c(C)[nH]c(C)c1C(=O)C(Cc1ccccc1)N(C)C (configuration not stated)

entry no.	1	2	3	4	5	6
MsrA inh	-0.6	-1.9	0.6	3.4	1.0	0.8
MLLE-PAM2 inh	5	6	-6	7	-4	0
MT1-MMP act inh	-2	2	2	-1	0	-2
E coli Lon inh	7	2	1	-10	-4	-10
Tb MetRS inh	-0.4	0.9	1.8	-0.7	-0.8	-0.8
SKN-1 block	23	-9	1	-5	7	-1
bovine MsrA act	1	0	-3	-9	-3	-3
CendR NRP1 mod	26*	-4	15	-6	5	2
FAS TE block	-4	-3	-4	-6	-2	-3

#7 FC(F)(F)c1ccc2c(c1)nnn2C1CCN(Cc2nnnn2Cc2ccccc2)CC1
#8 C[C@]12CCC3C(CC[C@H]4C[C@@H](O)CC[C@]34C)C1=CC[C@@H]2O (some centres not stated)
#9 COc1ccc(N2C(=O)NC(=O)/C(=C\c3ccccc3[N+](=O)[O-])C2=O)cc1
#10 C[N+]1(C)C2CC(OC(=O)C(CO)c3ccccc3)CC1C1OC12 (configuration not stated)
#11 O=C1NC(=O)C(CCc2ccncc2)(CCc2ccncc2)C(=O)N1CCc1ccccc1
#12 CC1CCCCN1CC(O)c1c[nH]c2ccccc12 (configuration not stated)

entry no.	7	8	9	10	11	12
MsrA inh	-0.8	-1.8	-0.4	0.0	-1.2	-0.4
MLLE-PAM2 inh	-3	17	36	2	8	-15
MT1-MMP act inh	6	-1	2	5	-4	-3
E coli Lon inh	5	4	5	0	-9	-2
Tb MetRS inh	-0.5	-0.2	-0.4	-0.2	-0.3	0.6
SKN-1 block	4	25	-5	21	-15	7
bovine MsrA act	4	-1	2	-2	-2	-1
CendR NRP1 mod	23	3	2	-2	2	-12
FAS TE block	19	-1	-4	-5	3	-5

#13 C/C(=N\NC(=O)c1ccccc1)c1c(O)n(Cc2ccccc2)c(=O)[nH]c1=O
#14 O=C(COc1ccc2ccccc2c1)N1CCN(C2CCN(Cc3ccccc3)CC2)CC1
#15 O=C(c1cccc(Cl)c1)C1CCCN(Cc2ccon2)C1 (configuration not stated)
#16 COc1cccc(-n2c(/C=C/c3ccccn3)nc3ccccc3c2=O)c1
#17 Cc1cc(=O)oc2cc(OCC(=O)N3CCN(C(C)c4ccccc4)CC3)c(Cl)cc12 (configuration not stated)
#18 CN1C2CCC1C(C(=O)O)C(OC(=O)c1ccccc1)C2 (configuration not stated)

entry no.	13	14	15	16	17	18
MsrA inh	3.6	1.0	-2.0	0.9	1.6	1.6
MLLE-PAM2 inh	0	-12	-9	4	-5	11
MT1-MMP act inh	-1	10	0	0	-7	-3
E coli Lon inh	-10	-2	-2	-2	-7	-13
Tb MetRS inh	-0.1	0.1	-0.9	-0.6	-0.5	-0.5
SKN-1 block	5	3	5	10	-6	12
bovine MsrA act	-5	-4	-10	-5	-1	-3
CendR NRP1 mod	-9	-10	-4	-4	1	-2
FAS TE block	6	-1	-8	0	60*	-1

#19 Cn1cc(C(=O)OCC(=O)N2CCCC2)c2ccccc21
#20 CC(C)CN1CCN(Cc2ccc(C(F)(F)F)cc2)CC1CCO (configuration not stated)
#21 COc1ccccc1-n1c(O)c(C=NC2CC2)c(=O)[nH]c1=O
#22 C=CCc1ccc(OC)cc1
#23 CC(=O)c1c(C)n(CC2CCCO2)c2ccc(O)cc12 (configuration not stated)
#24 COc1ccc(S(=O)(=O)N2Cc3cnnn3-c3ccccc3C2C#N)cc1 (configuration not stated)

entry no.	19	20	21	22	23	24
MsrA inh	-0.6	1.0	0.4	-0.3	0.8	0.4
MLLE-PAM2 inh	-1	8	-30	-1	-2	15
MT1-MMP act inh	2	11	-4	8	6	1
E coli Lon inh	-9	-2	-14	-3	-13	8
Tb MetRS inh	-0.5	-1.1	-0.3	-1.5	-0.5	0.1
SKN-1 block	-6	-4	-16	5	10	4
bovine MsrA act	-3	-8	-2	-3	-1	1
CendR NRP1 mod	19	-6	-38	-8	-16	-11
FAS TE block	1	-5	-8	-5	-4	-11

#25 COc1ccc(NC(=O)c2cn(CCC#N)nc2-c2cccc([N+](=O)[O-])c2)cc1
#26 CN(C)CCNC(=O)c1cccn(Cc2cccc(C(F)(F)F)c2)c1=O
#27 C[C@H](NC(=O)N1C[C@H]2C[C@@H](C1)c1cccc(=O)n1C2)C(=O)Nc1cccc(F)c1
#28 Cc1ccc(C)c(NC(=O)CCNC(=O)N2C[C@H]3C[C@@H](C2)c2cccc(=O)n2C3)c1
#29 CCOC(=O)N(C)c1ccc(C(O)(C(=O)OC)C(F)(F)F)cc1 (configuration not stated)
#30 Cc1sc2ccccc2c1CC1=NCCN1

entry no.	25	26	27	28	29	30
MsrA inh	-0.5	-0.5	0.4	0.9	2.0	-0.5
MLLE-PAM2 inh	1	5	-11	0	10	4
MT1-MMP act inh	1	-2	3	13	4	5
E coli Lon inh	-8	-7	-9	8	2	-3
Tb MetRS inh	-0.4	0.0	1.2	-2.0	0.3	-0.8
SKN-1 block	11	-19	13	2	13	-4
bovine MsrA act	-1	0	-1	-8	3	-4
CendR NRP1 mod	-1	-4	-7	-6	-3	-6
FAS TE block	31	-7	0	-5	-5	-1

#31 CC(=O)OC(C)(C)/C=C/C(=O)[C@](C)(O)[C@H]1[C@H](O)C[C@@]2(C)[C@@H]3CC=C4[C@H](C[C@H](O)C(=O)C4(C)C)[C@]3(C)C(=O)C[C@]12C
#32 COc1ccc(C[C@H]2NC[C@H](O)[C@H]2OC(C)=O)cc1
#33 Cn1c(O)c(C(=Nc2ccc(F)cc2)c2ccccc2)c(=O)n(C)c1=O
#34 CCc1cc(=O)oc2cc(OCC(=O)N3C[C@H]4C[C@@H](C3)c3cccc(=O)n3C4)ccc12
#35 Cc1cc[n+](Cc2ccccc2)cc1
#36 COC(=O)C1=C(c2ccccc2)C[C@@H]2CC[C@H]1N2C(=O)NCc1ccc(F)cc1

entry no.	31	32	33	34	35	36
MsrA inh	x	1.1	0.5	1.7	-1.3	-0.4
MLLE-PAM2 inh	9	-4	6	3	-7	5
MT1-MMP act inh	-35	-45	-4	-1	-6	1
E coli Lon inh	10	-6	0	-3	-2	-7
Tb MetRS inh	-0.4	-1.9	0.2	0.6	-0.3	-0.3
SKN-1 block	2	7	10	11	-2	4
bovine MsrA act	-2	-7	-2	-2	-5	-2
CendR NRP1 mod	15	-2	1	11	11	-6
FAS TE block	-10	-7	-4	-5	-12	-8

#37 Cc1ccc2nc3c(cc2c1)CC1(C(=O)N(C)C(=O)N(C)C1=O)C1CCCCN31 (configuration not stated)
#38 CC(=O)[C@H]1CC[C@H]2[C@@H]3CC[C@H]4C[C@H](O)CC[C@]4(C)[C@H]3C(=O)C[C@]12C
#39 Cn1c2ccccc2c2c(C(=O)N3CCC4(CC3)OCCO4)cn(C3CCCC3)c(=O)c21
#40 CSCCC(c1nnnn1C(C)(C)C)N1CCC2(CC1)C(=O)NCN2c1ccccc1 (configuration not stated)
#41 CC(=O)Nc1ccccc1C(=O)OCC(=O)Nc1ncccn1
#42 CCc1ccccc1N1C(=O)/C(=C/c2ccc(N3CCN(C)CC3)o2)C(=O)NC1=S

entry no.	37	38	39	40	41	42
MsrA inh	1.6	0.3	1.0	0.2	-0.3	-0.4
MLLE-PAM2 inh	15	-12	11	-7	3	-146
MT1-MMP act inh	3	1	5	1	3	-33
E coli Lon inh	1	-5	-1	-12	-6	-107
Tb MetRS inh	0.8	-0.6	-0.9	-0.7	-0.1	0.8
SKN-1 block	3	12	-21	4	0	26
bovine MsrA act	0	-3	-8	-2	-1	-3
CendR NRP1 mod	10	-4	-5	4	2	6
FAS TE block	3	-5	-6	4	-1	-8

#43 C/C=C/CC#N
#44 COc1ccc(OCC(=O)N2CCN(C/C=C/c3ccccc3)CC2)cc1
#45 C=CCOc1ccc(CC2C(=O)N(C)C(=O)N(C)C2=O)cc1
#46 CCOc1cccc(CNCCc2c(C)[nH]c3ccc(OC(F)(F)F)cc23)c1O
#47 CC1=C(C)CC2(C(=O)NC(=S)NC2=O)C(C)C1 (configuration not stated)
#48 CCC(=NCCCn1ccnc1)c1c(O)n(-c2ccc(OC)cc2)c(=O)[nH]c1=O

entry no.	43	44	45	46	47	48
MsrA inh	0.1	-0.7	0.6	-2.4	-0.4	0.4
MLLE-PAM2 inh	2	6	-3	-9	25	14
MT1-MMP act inh	-2	2	0	-12	10	-1
E coli Lon inh	4	-4	-17	0	-1	-2
Tb MetRS inh	-0.5	0.6	0.2	-0.6	-0.3	-0.8
SKN-1 block	-25	5	0	23	22	-11
bovine MsrA act	-4	-1	1	0	-2	-10
CendR NRP1 mod	-4	3	-3	10	10	8
FAS TE block	-6	-1	-2	-37	-3	0

#49 CC12CN3CC(C)(CN(C1)C31CCOCC1)C2=O
#50 COc1ccc(CN2CCN(Cc3ccccc3OC)CC2)cc1
#51 O=C(O)CCC(=O)NCCC1=c2ccccc2=N/C1=C\c1c(O)n(Cc2ccc(F)cc2)c(=S)[nH]c1=O
#52 COc1ccccc1N(CC(=O)NC1CCCCC1)C(=O)c1cnn(C(C)C)c1
#53 O=c1[nH]c(=O)n(-c2ccc(F)cc2)c(O)c1/C=C1\C=Nc2ccccc21
#54 Cc1ccc(NC(=O)CCNC(=O)N2C[C@H]3C[C@@H](C2)c2cccc(=O)n2C3)c(C)c1

entry no.	49	50	51	52	53	54
MsrA inh	-0.3	-0.1	1.0	0.4	0.6	-0.3
MLLE-PAM2 inh	-4	-20	-15	11	-38	5
MT1-MMP act inh	3	0	-9	5	-5	7
E coli Lon inh	-1	-4	-5	-9	-119	3
Tb MetRS inh	-0.6	0.3	3.1	-0.8	-1.6	0.8
SKN-1 block	-11	19	34	5	12	7
bovine MsrA act	-1	0	-2	-6	-9	-2
CendR NRP1 mod	11	5	-68	3	-104	5
FAS TE block	-11	-5	-8	-6	-1	-2
